Source: PubChem BioAssay (several laboratories)
Yfh1-off respiration: mitochondrial function rescue without frataxin homolog – Friedreich's ataxia, plus single-dose screen, dose response (AID 1465) | one-dose fold induction at 50 µM; EC50 in µM for titrated hits | 220,000 compounds, 0.074% hits | S. cerevisiae Yfh1-off respiration, WST-1 reduction, 72 h; higher fold induction means a stronger effect;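 active = fold induction of absorbance versus untreated yeast above a set limit, then at least 30% activation at any dose in follow-up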;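 note: activators that raise dye reduction in frataxin-depleted yeast; strong numbers were not always called active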
MT stabilizer: stabilizes microtubules in HeLa cells; % tubulin-high responders, % at 10 µM; HeLa tubulin immunostaining HCS, 24 h; share of cells brighter than vehicle mean+2SD; 200,000 compounds, 0.83% hits; AID 2205;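 active = plate Z-score above 3 for both tubulin-high and condensed-nucleus cell shares, with cell loss under 80%, at 10 µM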;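 note: anti alpha tubulin signal scored within the nucleus-defined area of each cell; some results filed as inactive read as strong as hits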
Hep lipid drop: modulators of hepatic lipid droplet formation; 240,000 compounds, 0.4% hits; AML12 mouse hepatocytes, oleate lipid droplets, BODIPY imaging; inhibition, % at 6.5 µM;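 active = lipid droplet intensity inhibited by at least 50%, with more than 500 cells counted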
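Material – AML12 mouse liver cells · Also added – oleate loading, 100 µM · Compound dosing – 6.5 µM single-point dosing · Times – overnight treatment with compound plus oleate · Measured by – fluorescence imaging, 20x objective, two fields per well · Read-out – percent inhibition of filter-corrected integrated lipid droplet intensity per well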
HEK293 NOD2/NF-kB: NOD2 signaling inhibitors, cell-based, luminescence, uHTS, HEK293 (AID 1566). HEK293 NOD2/NF-kB luciferase reporter, luminescence; higher % means a stronger effect. 290,000 compounds, 0.63% hits. one-dose inhibition, % at 4 µM; EC50 in µM for titrated hits; in the data active = inhibition above about 50%; note: many of its hits are not listed in these tables
WT yeast gro inh: growth inhibition of WT yeast, mitochondrial fusion screen. mitochondrial fusion phenotypic screen, WT strain. inhibition, % at 10 µM. 190,000 compounds, 2.1% hits; in the data active = inhibition above about 58%; tested in S. cerevisiae
Dynein transport: dynein cargo transport inhibition. 3617.4 mouse cells, GR-EGFP nuclear translocation imaging; test concentration mostly 20 µM; stimulated with dexamethasone, 1 µM; active compounds read low. 220,000 compounds, 0.47% hits. AID 1381. z-score, hits read low;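 active = plate z-score of nuclear minus cytoplasmic receptor signal below a set negative limit, without overly bright fluorescence or cell loss, cut at about -3.5 in these data, passing the limit was not always enough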;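 note: z-score of nuclear minus cytoplasmic ring GR-EGFP intensity difference per well; some compounds called inactive have numbers as strong as hits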
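Medium: Induction medium lacking tetracycline, stripped serum | Probe or stimulus: 1.0 µM final dexamethasone stimulus | Schedule: 48 h induction, then 1 h compound, then 30 min agonist, 37 °C | Signal: Automated 10x imaging of fixed Hoechst-stained cells | Evaluation: Per-cell GR-EGFP intensity, nucleus versus surrounding cytoplasmic ring, well-averaged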
b-catenin transl: beta-catenin nuclear translocation modulation; AID 1665; 190,000 compounds, 0.3% hits; nuclear translocation activity, % at 5 µM; HeLa beta-catenin nuclear translocation, immunofluorescence imaging;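 active = nuclear translocation activity above 50% at 5 µM, with a well cell count of 50 or more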;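 note: per-cell ratio of nuclear to cytoplasmic median beta-catenin stain intensity; plate controls were DMSO negative control for no effect and GSK-3 inhibitor IX positive control for full effect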
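Test system: human HeLa cell line; Doses: 5 µM primary, 0.02–20 µM confirmation; Incubation: 24 h compound exposure, 37°C; Detection: beta-catenin immunofluorescence imaging with DAPI; Read-out: beta-catenin nuclear/cytoplasmic ratio, % activation.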
Autophagy HCS: modulators of autophagy; MEF GFP-LC3 puncta imaging; test concentration mostly 10 µM; calls only at 10 µM (by protocol); 190,000 compounds, 0.98% hits; AID 463193;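 active = percentage of spot-positive cells more than 3 SD above its plate mean, without a fluorescence outlier flag or 80% toxicity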;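 note: spot-positive cell cutoff set from DMSO-treated cells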
Insulin prom up: MIN6 insulin promoter up-regulation; MIN6 insulin promoter-GFP reporter, high-content imaging; active compounds read high; z-score at 5 µM; 190,000 compounds, 0.3% hits; AID 1625;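 active = z-score above 3 at 5 µM with at least 500 cells counted in the well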
WT yeast gro inh mutant strain: second read-out of WT yeast gro inh, no call of its own (marks repeat the call); inhibition, %; mitochondrial fusion phenotypic screen, mutant strain inhibition
Dynein transport cytoplasmic EGFP: further read-out of Dynein transport, marked with its call; z-score; measured here: cytoplasmic GR-EGFP intensity; active compounds read high
Dynein transport nuclear GR-EGFP: also measured in Dynein transport; calls as there; z-score; measured here: nuclear GR-EGFP intensity;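 lower value marks the stronger effect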
Dynein transport cell count: second read-out of Dynein transport, no call of its own (marks repeat the call); z-score; measured here: cell count per field
Insulin prom up cell count: second read-out of Insulin prom up, no call of its own (marks repeat the call); cell count; measured here: cytotoxicity, nuclei count;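 total cells summed across four imaged fields per well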
Hep lipid drop cells 6.5 µM: recorded beside Hep lipid drop, whose call it bears; cell count; measured here: cell count, cytotoxicity flag;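 cells counted across two imaged fields per well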
b-catenin transl cell count 5 µM: recorded beside b-catenin transl, whose call it bears; cell count; measured here: cell count, cytotoxicity flag
MT stabilizer Hoechst-high %: further read-out of MT stabilizer, marked with its call; % Hoechst-high responders; measured here: nuclear condensation Hoechst responders;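 share of cells brighter than vehicle mean plus two SD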
MT stabilizer cytotoxicity %: second read-out of MT stabilizer, no call of its own (marks repeat the call); toxicity, %; measured here: cytotoxicity by cell density;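 0% = mean cell density of plate MIN control wells and 100% = no cells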
Autophagy HCS cell loss 18 h: second read-out of Autophagy HCS, no call of its own (marks repeat the call); toxicity, %; measured here: cell loss, nuclei count;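 cell loss after 18 h compound exposure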
* marks the source's active call; other numbers are inactive results; i = inactive; nt = not tested or not shown; + = active, no number. The list is partial; rates above refer to the full screens.

SMILES	Yfh1-off respiration	MT stabilizer	MT stabilizer Hoechst-high %	MT stabilizer cytotoxicity %	Hep lipid drop	Hep lipid drop cells 6.5 µM	HEK293 NOD2/NF-kB	WT yeast gro inh	WT yeast gro inh mutant strain	Dynein transport	Dynein transport cytoplasmic EGFP	Dynein transport nuclear GR-EGFP	Dynein transport cell count	b-catenin transl	b-catenin transl cell count 5 µM	Autophagy HCS	Autophagy HCS cell loss 18 h	Insulin prom up	Insulin prom up cell count
COc1cc([N+](=O)[O-])ccc1NC(=O)CN(C)C	i	2.5	1.6	0.7	-1	640	1%	6	0	-0.79	-0.15	-0.58	0.55	0.4	1091	i	7	0.39	1885
CCOC(=O)C1CCCN(Cc2cccs2)C1 (stereo not drawn)	i	1.6	1.5	12	20	810	-5%	-3	1	-0.89	-0.39	-0.31	1	nt	nt	i	-4	nt	nt
O=C(CC1CCCCC1)Nc1ccc(-c2ccc3nncn3n2)cc1	i	2.6	1.8	3.8	18	734	-27%	1	-7	-0.36	-0.24	-0.028	0.62	-1.5	1151	i	4	0.23	1306
Cc1cc(S(=O)(=O)NCc2ccco2)c(C)s1	nt	1.6	2.5	7.5	nt	nt	6%	21	4	0.33	-0.19	0.6	-1.3	nt	nt	i	-2	nt	nt
Nc1c(S(=O)(=O)c2cccc(Cl)c2)c2nc3ccccc3nc2n1/N=C/c1ccc(O)c(O)c1	i	51	2.9	32	nt	nt	-20%	-4	-3	2.5	0.52	1.9	-2.5	-0.8	1449	i	-5	-0.9	1176
Cc1ccc(N2CCN(/N=C/c3ccncc3)CC2)cc1	i	2.6	3.7	3.4	9	626	3%	-1	10	-0.26	-0.27	0.32	-0.66	-0.5	992	i	5	0.51	1409
CCOC(=O)c1cn(CC2CC2)c2cc(F)c(F)cc2c1=O	i	3.0	1.8	8.0	-1	700	12%	-8	-14	-0.8	-0.37	-0.85	1.3	-0.5	1534	i	-3	0.03	1230
Cc1cccc(NC(=O)/C=C/c2cccs2)n1	i	4.4	1.1	3.2	nt	nt	-121%	1	-3	1.5	-0.16	0.56	-2.3	nt	nt	i	-24	nt	nt
O=c1[nH]c(/C(=N\O)c2ccccc2)no1	i	3.6	2.2	0.9	4	766	21%	-3	-2	-0.39	0.22	0.38	0.51	nt	nt	i	-19	0.23	1151
O=C(O)C1=C[C@@H](c2csc3ccccc23)C[C@@H](OCc2ccc(CO)cc2)O1	i	1.2	0.7	1.2	11	661	-2%	0	-3	1.4	-0.26	1	0.4	2.2	1050	i	12	nt	nt
NCCCC[C@@H]1NC(=O)[C@H](CCC(=O)O)NC(=O)c2cc([N+](=O)[O-])cc(I)c2NCC[C@@H](C(N)=O)NC1=O	i	1.7	3.6	8.8	-16	687	-4%	-18	-14	1.9	-0.22	1.1	-0.22	nt	nt	i	-3	-4	701
O=C(Nc1nnc(C2CC2)s1)c1ccc(Cl)c(S(=O)(=O)N2CCc3ccccc3C2)c1	i	1.7	1.6	3.7	-13	665	42%	-18	-9	-0.27	-0.26	-0.42	0.7	-1.2	1080	i	10	0.25	1476
Cc1onc(C(=O)NN)c1C(=O)N1CCN(C(c2ccccc2)c2ccccc2)CC1	i	1.3	2.7	15	2	688	-1%	-31	-20	0.45	-0.2	0.16	0.65	0.9	1088	i	-7	-0.61	1253
CCCN(Cc1cc2ccc(C)cc2[nH]c1=O)C(=O)c1cccnc1	nt	2.7	2.8	13	2	767	-10%	-8	6	0.001	-0.24	0.33	0.11	-1.2	1118	i	-8	-0.4	1195
CCn1c(C)c(C(C)=O)c(N2CCC(C(N)=O)CC2)nc1=S	i	2.4	2.1	19	2	779	18%	6	4	-0.45	-0.25	0.0073	-0.26	-0.1	1183	i	-5	-0.84	1244
CC1(C(=O)NC2CCCCCCC2)CCC(=O)N1CCN1CCOCC1 (stereo not drawn)	i	5.8	2.9	5.8	nt	nt	6%	-24	-15	-0.43	-0.16	-0.44	0.43	-8.2	965	i	-49	0.31	1454
CCCCNC(=O)CSc1nc2cc3c(cc2c(=O)n1CCCN(CC)CC)OCO3	i	2.8	2.1	13	5	680	22%	9	8	-1.2	-0.17	-0.084	0.7	nt	nt	i	27	-1.1	1189
Cc1ccc(S(=O)(=O)Nc2ccccc2CNc2ncc(Br)cc2Br)cc1	i	3.1	2.4	12	-27	628	14%	17	11	-0.29	-0.18	-0.13	0.35	3.1	506	i	31	-0.38	1242
CC1CCN(S(=O)(=O)c2ccc(NC(=O)Cc3cccs3)cc2)CC1	i	1.9	1.0	4.4	22	742	-3%	10	-6	1.2	0.41	0.48	-0.18	-6.2	1212	i	-2	0.25	970
CN(C)CCCN(C(=O)CCSc1ccccc1)c1nc2cc3c(cc2s1)OCO3	i	1.9	1.6	5.6	0	660	3%	87	90	-0.75	-0.31	-0.44	-0.33	2.7	1063	i	12	2.7	1116
COC(=O)c1cn(CC(=O)NCc2cccs2)c2ccccc12	i	3.8	2.2	7.2	1	751	-66%	5	-7	-0.83	-0.22	-0.35	0.5	nt	nt	i	-5	1.4	1507
Cc1ccnn1CC(=O)N/N=C/c1ccc([N+](=O)[O-])s1	i	nt	nt	nt	14	727	32%	nt	nt	1.1	-0.16	0.38	-1.9	2.0	1316	nt	nt	-0.13	1031
Cc1ccc(C(=O)CSC2=C(C#N)C(c3ccco3)CC(=O)N2)c(C)c1 (stereo not drawn)	i	2.6	1.7	4.9	nt	nt	6%	2	8	-0.76	-0.17	-0.24	0.95	-3.7	915	i	21	0.19	1081
Cn1c(Cn2c(=O)sc3ccccc32)nnc1SCc1ccc(F)cc1	i	2.1	1.4	4.4	-7	722	22%	7	5	0.065	-0.18	0.37	-0.41	-3.0	1133	i	8	-1.3	1076
CCCn1c(SCC(=O)N2CCc3ccccc3C2)nc2c1c(=O)n(C)c(=O)n2C	i	3.0	1.8	4.4	-16	728	1%	6	16	-0.16	-0.13	0.56	-0.75	nt	nt	i	3	0.2	1286
Cc1ccc(S(=O)(=O)N2CCOCC2)cc1C(=O)Nc1c(C)n(C)n(-c2ccccc2)c1=O	i	4.3	2.2	9.1	nt	nt	9%	13	0	-0.74	-0.29	0.016	-0.57	-4.6	999	i	2	0.48	1145
Cc1nc2c(ccc3nc(NC(=O)c4ccc5c(c4)OCCO5)sc32)s1	i	8.1	4.4	6.4	nt	nt	-127%	27	17	3.7	0.13	2.8	-2.9	10	1378	i	-23	-1.2	840
O=C(CCCCn1c(=O)c2ccccc2n(Cc2ccc(F)cc2)c1=O)NCc1ccco1	i	4.8	3.8	7.4	-1	766	-5%	3	-12	0.12	-0.16	0.3	-0.13	nt	nt	i	1	-0.38	1268
CN(C)c1ccc(/C=C(\C#N)C(=O)NCc2ccco2)cc1	i	6.5	2.2	6.6	-23	566	-60%	-2	2	-0.9	-0.32	-0.72	1.2	1.8	1050	i	-7	-0.05	1267
O=C(NCc1ccc(Cl)cc1)c1ccc(CNc2c(N3CCOCC3)c(=O)c2=O)cc1	i	nt	nt	nt	1	715	17%	nt	nt	-0.35	-0.21	0.26	0.32	0.6	1289	nt	nt	0.05	993
CNc1nc(SCc2ccccc2Cl)nc2c1CCCC2	i	1.2	1.5	6.3	-12	675	22%	-4	7	nt	nt	nt	nt	1.1	1059	i	13	-0.04	1856
COc1ccc(Nc2oc(-c3ccc(OC)cc3)nc2C#N)cc1	i	nt	nt	nt	21	632	-68%	nt	nt	-0.067	-0.2	0.35	-0.56	0.5	1281	nt	nt	-1.2	912
Cc1n[nH]c(=O)nc1N1CCN(c2ccccc2)CC1	i	3.2	1.9	6.4	1	753	-6%	-4	-2	-0.59	0.074	-0.48	1.3	nt	nt	i	-8	0.62	1408
CCNCC(=O)Nc1ccc(N2CCOCC2)cc1	i	3.7	3.1	5.7	5	659	2%	-6	3	0.36	-0.29	0.47	-0.5	-2.4	1142	+	-8.4*	0.39	1271
O=C(NN=C1CCCCCCCCCCC1)c1cccnc1	i	3.0	1.4	7.8	0	652	17%	-8	-2	-0.16	-0.26	-0.12	0.8	-1.6	1125	i	11	-0.46	1286
Cc1ccc(Oc2nc(C(F)(F)F)nc3ccccc23)cc1	i	1.8	1.4	5.9	3	617	4%	40	-1	-0.54	-0.22	-0.68	0.65	-0.9	971	i	-3	0.53	1910
O=C(Nc1ccc(Cl)cc1Cl)c1n[nH]c(Cn2cncn2)n1	i	2.9	1.8	8.9	nt	nt	4%	1	-8	-0.5	-0.063	0.44	-0.14	-1.0	1416	i	44	-0.3	1660
